TRHR ag: TRH receptor (human) agonism; 360,000 tested, 0.18% active; TRHR cells, calcium flux fluo-8, FDSS agonist mode; P34981; activation, % at 2 µM; note: 0% is about no effect
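Fluo-8-loaded TRHR cells; 10 s baseline, compound added, kinetic Ca2+ fluorescence read 1/s, agonist mode.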
D1 ag: human D1 receptor agonism | P21728 | HEK293 T-REx D1 cells, calcium flux, agonist mode | activation, % at 2 µM | 360,000 tested, 1% active | AID 504660; note: 0% is about no effect
Target sequence (P21728 whole entry, looked up): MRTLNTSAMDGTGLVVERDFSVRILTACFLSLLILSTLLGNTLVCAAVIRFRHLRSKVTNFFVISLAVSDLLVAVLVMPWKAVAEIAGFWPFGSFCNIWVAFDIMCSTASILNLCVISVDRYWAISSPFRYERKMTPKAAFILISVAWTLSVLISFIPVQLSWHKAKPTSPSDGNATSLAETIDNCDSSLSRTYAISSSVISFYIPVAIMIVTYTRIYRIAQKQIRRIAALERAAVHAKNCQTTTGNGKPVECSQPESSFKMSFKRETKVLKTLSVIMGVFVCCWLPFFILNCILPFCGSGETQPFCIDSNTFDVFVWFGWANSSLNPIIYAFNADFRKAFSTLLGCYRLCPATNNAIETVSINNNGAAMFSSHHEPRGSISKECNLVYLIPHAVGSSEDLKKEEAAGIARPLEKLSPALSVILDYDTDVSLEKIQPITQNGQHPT
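Agonism was scored from calcium flux recorded over 180 s (1 read/s) after pintool compound addition, following a 10-cycle baseline. Cells were inducible force-coupled HEK293 TREx D1, plated overnight at 30 C and loaded with no-wash calcium dye.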
D1 PAM: potentiators of human D1 dopamine receptor. P21728. HEK293 TREx D1 cells, calcium flux, dopamine EC20 potentiation. potentiation, % at 10 µM. 360,000 tested, 0.036% active; in the data active = potentiation above about 30%; note: 0% is about no effect
RXFP1 antagonist: RXFP1 (human) relaxin receptor antagonism | activity change, negative = inhibition, % at 57.5 µM | Q9HBX9 | 350,000 tested, 0.59% active | HEK293-RXFP1, relaxin-stimulated cAMP HTRF, 30 min; hits give low values;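 active = activity change of -60% or lower, but not beyond a set lower limit; inconclusive = change between -60% and -40%, or beyond the set limit; inactive = change above -40%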; note: % is set by controls: 0 for no effect and ±100 for the full control effect
D1 antagonist: blocks dopamine activation of the human D1 receptor | 360,000 tested, 3.2% active | AID 504652 | activity change, negative = inhibition, % at 10 µM | HEK293 TREx D1 cells, calcium flux, dopamine EC80; hits give low values | P21728; in the data active = activity change below about -30%; note: % is set by controls: 0 for no effect and ±100 for the full control effect
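Inducible Hek293 Trex D1 cells (tetracycline, overnight, 30 C). Calcium dye 30–90 min RT. Antagonist mode: EC80 dopamine added after 180 s compound read.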
D2 ag: D2 dopamine receptor (human) agonism; activation, % at 2 µM; P14416; HEK293 T-REx D2 cells, calcium flux agonist mode; AID 485358; 340,000 tested, 0.53% active;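 active = activation over 3 SD above normal in the single-dose calcium agonist read, cut at about 30% in these data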; note: 0% is about no effect
Target sequence (P14416 whole entry, looked up): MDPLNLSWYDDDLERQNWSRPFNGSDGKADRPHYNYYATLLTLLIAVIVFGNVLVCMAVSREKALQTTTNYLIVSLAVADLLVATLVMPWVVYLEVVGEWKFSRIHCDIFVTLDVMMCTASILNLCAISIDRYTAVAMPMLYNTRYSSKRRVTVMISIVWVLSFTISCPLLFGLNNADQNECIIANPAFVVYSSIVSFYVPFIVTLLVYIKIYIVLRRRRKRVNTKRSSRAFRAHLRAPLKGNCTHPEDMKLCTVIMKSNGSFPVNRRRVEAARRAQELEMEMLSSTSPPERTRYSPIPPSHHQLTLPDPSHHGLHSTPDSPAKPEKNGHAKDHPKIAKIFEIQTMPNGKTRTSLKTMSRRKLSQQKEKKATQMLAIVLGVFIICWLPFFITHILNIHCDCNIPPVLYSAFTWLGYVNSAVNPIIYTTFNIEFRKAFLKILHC
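Agonism scored from kinetic calcium signal (1 read/sec, 180 s) following compound pin transfer, after a 10 s baseline. Cells: HEK293 Trex line expressing inducible D2 receptor coupled to calcium, dye-loaded after overnight culture at 30 C.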
TRHR PAM: allosterically enhances the human TRH receptor | enhancement, % at 2 µM | AID 493056 | 360,000 tested, 0.66% active | P34981 | TRHR cells, fluo-8 calcium fluorescence, EC20 TRH enhancement; in the data active = enhancement above about 30%; note: 0% is about no effect
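TRHR-expressing cells loaded with fluo-8 calcium dye were read kinetically (ex 480/em 530) during compound addition, then stimulated with an EC20 of TRH (10 nM final). Enhancement of the Gq-mediated intracellular calcium response was scored.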
D2 potentiator: D2 dopamine receptor (human) potentiation; P14416; HEK293 T-REx D2, calcium flux, EC20 dopamine potentiation; potentiation, % at 10 µM; 340,000 tested, 0.34% active; AID 485347;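 active = potentiation over 3 SD above the plate norm, cut at about 30% in these data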; note: 0% is about no effect
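Potentiation of an EC20 dopamine calcium response is measured in a force-coupled, tetracycline-inducible Hek293 Trex D2 line. Compound-only kinetic reads over 180 s flag agonists before dopamine addition.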
D2 antag: antagonists of human D2 dopamine receptor; P14416; HEK293 TREx D2 cells, calcium flux, dopamine EC80; inhibition, % at 10 µM; 340,000 tested, 2% active; in the data active = inhibition above about 30%; note: 0% is about no effect
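Read-out: kinetic calcium fluorescence (1 cycle/s) in inducible HEK293 T-REx D2 cells after an EC80 dopamine addition that followed 180 s compound preincubation. Loss of the dopamine response indicates antagonism.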
Starred values were filed as active, the others as inactive; u = inconclusive; x = no result given; & = joins results of further samples. Cut-off read from the data, not from the text of the source, unless noted: active = activation above about 30%; inactive = the rest.

SMILES	TRHR ag	D1 ag	D1 PAM	RXFP1 antagonist	D1 antagonist	D2 ag	TRHR PAM	D2 potentiator	D2 antag
Cc1ccc(C2(c3noc(CN(C)CCCN4CCOCC4)n3)CCCC2)cc1	1.7	2.4	-1.9	x	1.2	0.0	3.5	4.3	-11.9
COc1ccc(NC(=O)c2oc3c(c2C)-c2nn(Cc4ccccc4Cl)cc2CC3)cc1OC	0.2	0.9	-1.1	-28.3	4.4	1.0	-0.4	3.0	x
CCCn1cnc2cc(NCc3cccc(OC)c3O)ccc21	0.9	5.4	-9.6	-11.1	-25.5	-0.3	0.8	-5.1	-12.4
Nc1ccc2nc(-c3cccc(-c4nc5ccc(N)cc5[nH]4)c3)[nH]c2c1	-1.2	1.6	4.2	3.6	4.6	-1.7	-1.8	-16.2	-8.5
CC(C)N1CC(O)=C(c2nc3ccccc3[nH]2)C1=N	0.0	-0.9	0.3	-27.1	-2.5	0.4	-3.8	14.3	6.2
CCC(C(=O)NC1CCCC1)N(C(=O)Cn1nnc(-c2ccc(C)o2)n1)c1cnc2ccccc2c1 (stereo not drawn)	-0.8	4.7	-4.8	0.6	-9.0	-1.2	3.5	1.9	-4.9
COc1ccc(NC(=O)NS(=O)(=O)c2ccc(C)cc2)cn1	9.8	15.8	-9.4	-19.7	1.2	3.1	6.3	1.9	-11.3
O=C(NCCCO)c1nn(-c2ccc(Cl)cc2)nc1CO	-0.4	-0.5	2.7	-16.3	-3.7	0.2	-3.5	-4.6	x
Cn1nccc1C(=O)N1CCCC(C(=O)c2ccc(Oc3ccccc3)cc2)C1 (stereo not drawn)	0.4	20.7	-7.5	-19.3	-33.0*	0.1	-4.1	1.7	-3.8
CC1(C)Cc2c(cnn2-c2ccccc2)-c2c1c1ccccc1n2CC(O)CCl (stereo not drawn)	0.6	0.4	1.8	-6.5	16.6	0.5	7.6	-8.5	1.3
O=C(CN1CCN(c2ccccc2O)CC1)NCCCc1ccccc1	-0.4	2.0	-3.5	-12.6	-1.8	-0.2	0.1	-8.5	-5.5
COc1ccc(OCCC(=O)N2CCCCC2)cc1	0.0	-1.1	-0.1	0.1	-4.9	x	-5.3	x	x
COc1ccc(NC(=O)CC(C)c2ccccc2)cc1S(=O)(=O)N1CCOCC1 (stereo not drawn)	-0.1	3.6	0.9	12.1	-12.4	1.0	-6.7	-10.9	3.3
COc1ccc(OC)c(C2C(C(=O)c3ccc(C)o3)=C(O)C(=O)N2c2cc(C)on2)c1 (stereo not drawn)	0.3	5.0	1.2	-12.5	-2.5	-1.9	-0.4	-5.6	2.8
CCOC(=O)C1=NOC(CNc2ncc(C(F)(F)F)cc2Cl)C1 (stereo not drawn)	-1.3	0.9	-3.9	9.7	-19.3	-1.8	-5.5	-0.5	2.8
O=C(NC(=S)NNC(=O)c1ccc(Cl)cc1Cl)c1cccnc1	-0.2	0.5	-4.0	-5.0	-15.7	0.9	5.6	1.1	-0.5
O=C(CSc1ncccc1C(=O)O)c1ccccc1	0.2	2.9	2.7	-8.4	7.9	-0.2	5.2	-5.0	-6.3
CC1=CC(C)C2(COC(=O)Nc3ccccc3)COC(C)C1C2C (stereo not drawn)	6.2	3.9	-0.9	u	-3.9	5.9	-1.4	1.0	-18.4
O=[N+]([O-])c1ccc(C2CCCC/C2=N/O)c([N+](=O)[O-])c1 (stereo not drawn)	-0.6	0.3	-1.7	0.9	5.0	-0.6	7.5	-8.8	-15.7
Cc1cccc(OC(C)C(=O)Nc2cc(S(=O)(=O)N3CCCCC3)ccc2C)c1 (stereo not drawn)	-0.2	5.7	-0.2	8.9	-0.1	0.3	-3.9	18.3	17.3
O=C1OC(Nc2ccc(Cl)cn2)c2ccccc21 (stereo not drawn)	0.3	3.5	-3.8	-7.2	6.6	1.9	1.2	-7.1	-9.1
CCOC(=O)N1CCN(C(=O)c2cnn(-c3cccc(F)c3)c2-n2cccc2)CC1	-0.2	0.9	-1.1	-3.6	0.2	x	-5.1	10.9	x
CCNC(=O)c1ccc2c(c1)S(=O)(=O)c1ccccc1C2=O	0.1	0.3	-2.8	16.0	2.3	0.7	-4.5	-8.4	5.5
S=C(NCCN1CCCCC1)Nc1ccc(Br)cc1	0.6	29.2	-11.0	-12.6	-10.5	-0.2	-1.4	-26.6	-18.5
COc1ccc(N2C(=O)C(Cl)=C(Nc3ccccc3OC)C2=O)cc1	-1.7	0.7	-10.2	-24.4	-25.4	x	0.9	x	x

The results go on:
SMILES	TRHR ag	D1 ag	D1 PAM	RXFP1 antagonist	D1 antagonist	D2 ag	TRHR PAM	D2 potentiator	D2 antag
COC(=O)c1[nH]c2cccc(OC)c2c1NC(=O)CCN1CCN(c2ccccc2OC)CC1	0.3	0.2	-10.8	-12.7	-39.0*	53.1*	-1.3	-19.6	83.3*
O=C(NCSc1ccccc1)c1ccccc1	-0.2	2.0	8.9	x	-2.9	0.3	0.1	-1.5	11.2
C=CCOc1ccccc1CNCCc1ccc(S(N)(=O)=O)cc1	-0.1	9.2	1.8	-9.9	-9.9	-0.1	4.8	-7.8	2.1
Cn1nnnc1SCCCNCc1ccc(-c2cccc(Cl)c2)o1	-0.5	100.3*	4.2	-26.1	-56.9*	-1.8	5.9	-5.9	x
Cc1ccccc1CC(=O)Nc1ccon1	0.2	6.1	3.1	2.2	-8.8	0.7	-3.9	-2.1	5.7
O=C(COC(=O)c1nc(Cl)ccc1Cl)NC1CCCCCC1	-0.1	9.3	-4.2	-7.0	-30.7*	-1.9	1.4	-2.1	5.8
N/C(=N\OC(=O)c1ccco1)c1ccccn1	0.0	1.0	5.2	1.4	-19.6	-0.9	-5.0	-8.2	21.5
CCOC(=O)C1CCN(C(=O)C2CC(=O)N(c3ccc4c(c3)OCCO4)C2)CC1 (stereo not drawn)	0.0	1.2	-4.1	4.4	-15.3	0.3	-2.4	15.9	22.2
O=C(CCCn1c(=S)[nH]c2ccccc2c1=O)NCCSCc1ccccc1	1.1	9.1	-6.9	x	-17.7	2.4	-0.8	19.2	26.5
O=C(Nc1ccccn1)C1CCN(S(=O)(=O)c2ccc(Cl)cc2)CC1	0.1	1.2	1.2	-10.1	1.5	0.5	-1.2	4.7	15.8
CC(C)(C)c1ccc(C(=O)NNC(=O)Cc2ccccc2)cc1	0.8	-2.1	5.3	9.5	-3.0	-0.4	-0.3	-17.2	16.2
CCC(C)(C)NC(=O)CN(Cc1ccc2c(c1)OCO2)C(=O)CCC(=O)Nc1ccccn1	-0.7	-4.1	2.0	-4.0	-1.5	0.3	12.1	14.3	1.0
CC(NC(=O)/C(=C/c1cccc([N+](=O)[O-])c1)NC(=O)c1ccco1)C(=O)O (stereo not drawn)	-1.4	4.4	1.7	x	0.0	-2.3	-7.6	-1.9	-4.7
CN(CCCNC(=O)c1cc2c(Cl)nc3ccccc3c2s1)Cc1ccccc1	6.1&1.1	2.7&11.2	-13.2&-2.2	-7.2&-19.3	1.3&-13.5	3.2&1.7	-6.4&4.7	-32.2&-3.6	6.7
CCN1CCN(Cc2ccc(NC(=O)c3cc(NC(=O)c4cncc(-c5ccc(C#N)cc5)c4)cc(OC)c3)cc2C(F)(F)F)CC1	-0.2	0.7	-0.6	2.9	24.0	x	-2.9	x	x
O=C1CN(C(=O)COc2ccccc2)CCN1	-1.1	2.0	0.5	x	-9.4	-0.1	-3.7	7.5	-1.0
CCOC(=O)c1c(NC(=S)Nc2ccccc2)sc2c1CCN(C)C2	16.0	32.3*	1.1	-11.8	-17.3	2.9	5.2	7.3	-1.6
Cn1nc(C(=O)Nc2ccc(Br)cc2)cc1C(=O)Nc1ccc(Br)cc1	0.6	0.8	-7.0	6.5	1.5	-0.2	2.7	4.1	38.3*
CC1CCCN(C(=O)c2cccc(S(=O)(=O)N3CCCC3)c2)C1 (stereo not drawn)	-0.1	3.7	-3.3	-9.0	4.9	-0.1	1.2	-14.1	-4.9
O=C(COc1ccccc1F)Nc1ccc2nc(SCc3ccccc3)sc2c1	1.1	15.2	-1.6	x	-5.4	4.2	-3.4	-17.1	x
COC(=O)c1cc2sc(Cl)cc2n1Cc1nc(-c2ccccc2)oc1C	0.6	3.1	x	x	-28.6	1.0	7.7	-4.2	-13.9
CCCCNCc1cc(Br)c(OCc2cccs2)c(OC)c1	-1.4	14.7	-10.0	-13.8	29.2	-0.2	-3.7	-8.9	9.4
Cc1cccnc1NC(=S)Nc1ccc(F)cc1F	0.1	0.4	5.2	-4.7	4.0	0.8	16.3	12.5	-5.3
COC(=O)/C(=C/c1ccccc1)NC(=O)c1ccco1	0.1	4.2	-4.0	5.2	4.5	-0.1	-5.3	2.1	38.6*
Cc1ccccc1C(=O)NCCCNC(=O)c1ccco1	1.4	3.0	7.9	-2.1	0.4	2.5	3.3	1.2	1.9

Compound profiles, from the list above. Values in the order: TRHR ag, D1 ag, D1 PAM, RXFP1 antagonist, D1 antagonist, D2 ag, TRHR PAM, D2 potentiator, D2 antag
Cn1nnnc1SCCCNCc1ccc(-c2cccc(Cl)c2)o1 across the screens: -0.5, 100.3*, 4.2, -26.1, -56.9*, -1.8, 5.9, -5.9, x
C=CCOc1ccccc1CNCCc1ccc(S(N)(=O)=O)cc1 across the screens: -0.1, 9.2, 1.8, -9.9, -9.9, -0.1, 4.8, -7.8, 2.1
Cc1ccccc1CC(=O)Nc1ccon1 across the screens: 0.2, 6.1, 3.1, 2.2, -8.8, 0.7, -3.9, -2.1, 5.7
CC(C)(C)c1ccc(C(=O)NNC(=O)Cc2ccccc2)cc1 across the screens: 0.8, -2.1, 5.3, 9.5, -3.0, -0.4, -0.3, -17.2, 16.2
CCC(C)(C)NC(=O)CN(Cc1ccc2c(c1)OCO2)C(=O)CCC(=O)Nc1ccccn1 across the screens: -0.7, -4.1, 2.0, -4.0, -1.5, 0.3, 12.1, 14.3, 1.0

Continued.
SMILES	TRHR ag	D1 ag	D1 PAM	RXFP1 antagonist	D1 antagonist	D2 ag	TRHR PAM	D2 potentiator	D2 antag
COc1ccc(CCNC2CC(=O)N(CCc3ccccc3)C2=O)cc1OC (stereo not drawn)	-0.5	6.1	-4.5	-4.2	8.6	0.7	-0.6	12.1	4.9
Cc1cc2c(s1)c1cnn(Cc3ccc(F)c(Cl)c3)c(=O)c1n2C	-0.4	0.4	-4.3	x	-11.3	x	0.3	x	x
CC(=O)Nc1ccc(S(=O)(=O)Nc2cccc(-c3ccc(N4CCC(C)CC4)nn3)c2)cc1	0.3	1.5	-1.9	-7.0	14.3	1.1	6.0	-5.5	x
COc1ccc(Cl)cc1NC(=O)COC(=O)CCCN1C(=O)c2ccccc2C1=O	0.1	5.8	-0.6	9.5	-32.6*	-0.8	1.9	-9.9	3.8
CCC[N+]1(CC#CC(O)(c2ccccc2)C2CCCCC2)CCCCC1 (stereo not drawn)	0.1	3.9	-3.4	-9.9	-1.7	-1.6	8.3	1.1	8.9
CC(NC(=O)Cn1nc(C(F)(F)F)c2c1CCC2)c1ccccc1 (stereo not drawn)	3.1	0.0	6.4	-10.7	11.5	1.4	-1.5	2.7	-0.1
COc1ccc(NC(=O)CN(C)CC(=O)Nc2cccc3ccccc23)c(OC)c1	-1.6	-0.6	-0.1	3.7	7.0	-0.6	2.3	1.1	9.7
Cc1ccc(S(=O)(=O)Cc2ccc(C(=O)OCc3ccccc3)cc2)cc1	1.1	5.1	-2.2	-8.1	-7.7	1.2	0.0	-0.3	11.8
